Assay outcomes from PubChem.
Tau fibril FP = qHTS for Inhibitors of Tau Fibril Formation, Fluorescence Polarization | Potency, µM (doses to about 57.7 µM), for inactives: at the highest dose activity, negative = inhibition, actives largely listed as inhibitors | hit rate 0.39% among 280,000 | AID 1468, 2008 | K18 P301L tau heparin fibrillization, Alexa594 FP, 6 h; note: nearly all actives have a fitted effect of over 55% in size
Target sequence (P10636 561-689 P618L limits assumed): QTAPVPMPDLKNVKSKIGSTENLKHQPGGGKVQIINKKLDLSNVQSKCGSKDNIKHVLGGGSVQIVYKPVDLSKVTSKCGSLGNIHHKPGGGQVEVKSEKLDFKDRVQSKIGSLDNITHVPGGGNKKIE
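Steps: dispense K18 P301L tau (15 uM plus 0.24 uM Alexa 594 tracer, final) in pH 7 sodium acetate; add compound; add heparin (20 uM final); incubate 6 hr, 37 C; add ThT (30 uM final); after 1 hr ambient, read FP.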
GoLoco inh red = qHTS Assay for Inhibitors of RGS12 GoLoco Motif Activity (Red Fluorophore); Guanine nucleotide-binding protein G(i) subunit alpha-1 (Homo sapiens), P63096; Gai1:RGS12 GoLoco peptide FP, rhodamine, 10 min; Potency, µM (series often up to 61.6 µM), without a hit: at the top dose activity, negative = inhibition, usual class: inhibitors; hit rate 0.44% among 230,000; AID 880, 2007; active = well fitted inhibition curve with a large enough effect, not every such curve was filed as active; inactive = no such curve, though single readings can be large or run the other way; note: nearly all actives have a fitted effect of over 30% in size; many of its hits are not listed in these tables
Target sequence (P63096 whole entry, looked up): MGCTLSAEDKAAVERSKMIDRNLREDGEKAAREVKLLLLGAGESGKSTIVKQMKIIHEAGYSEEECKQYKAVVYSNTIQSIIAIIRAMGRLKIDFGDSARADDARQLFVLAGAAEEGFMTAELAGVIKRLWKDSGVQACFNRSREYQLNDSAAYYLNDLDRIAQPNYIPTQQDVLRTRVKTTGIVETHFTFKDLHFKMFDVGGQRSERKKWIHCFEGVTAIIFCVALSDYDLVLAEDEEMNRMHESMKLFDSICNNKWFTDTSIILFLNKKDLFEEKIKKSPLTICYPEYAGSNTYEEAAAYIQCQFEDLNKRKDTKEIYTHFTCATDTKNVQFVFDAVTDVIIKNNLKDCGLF
Tau fibril ThT = qHTS for Inhibitors of Tau Fibril Formation, Thioflavin T Binding. Potency, µM (top dose mostly 57.4 µM), without a hit: top-dose activity, negative = inhibition, hits mostly inhibitors. AID 1460, 2008. hit rate 2.1% among 270,000. recombinant tau K18 P301L, heparin-induced fibrillization, ThT fluorescence. Microtubule-associated protein tau (Homo sapiens), P10636; note: nearly all actives have a fitted effect of over 55% in size
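ThT emission at 510 nm, taken 1 hr after adding 30 uM dye, quantifies aggregates formed when 20 uM heparin acts on human tau K18 P301L for 6 hr at 37 C.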
TexasRed fluor = Total Fluorescence Counterscreen for Inhibitors of the Interaction of Thyroid Hormone Receptor and Steroid Receptor Coregulator 2 | Potency, µM (top dose mostly 106 µM), inactives show at the highest dose fluorescence change, negative = quenching | TRb/SRC2 Texas Red total fluorescence interference | hit rate 0.29% among 280,000; active = well fitted curve in either direction with a large enough effect; inconclusive = small, poorly fitted or top-dose-only effect
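Human TRβ ligand-binding domain (0.6 uM) and Texas Red SRC2 peptide (20 nM) in Tris buffer with 1 uM T3 and 5% DMSO were incubated with pinned compound for 5 hr at ambient temperature. Total fluorescence was computed as S + 2P (555/632 nm).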
JMJD2E inh = qHTS Assay for Inhibitors of Human Jumonji Domain Containing 2E (JMJD2E). Lysine-specific demethylase 4E (Homo sapiens), B2RXH2. Potency, µM (top dose mostly 57.1 µM), for inactives: at the top dose activity change, negative = inhibition, actives largely listed as inhibitors. JMJD2E catalytic domain, FDH-coupled NADH fluorescence (FDH is formaldehyde dehydrogenase). hit rate 1.6% among 230,000; active = well fitted inhibition curve with a large enough effect, not every such curve was filed as active; inconclusive = small, poorly fitted or top-dose-only effect, or another doubt; inactive = no such curve, though single readings can be large or run the other way;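 note: 0% = wells with enzyme and -100% = buffer wells without enzyme; nearly all actives have a fitted effect of over 50% in size; many of its hits are not listed in these tables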
Target sequence (B2RXH2 1-337 limits assumed): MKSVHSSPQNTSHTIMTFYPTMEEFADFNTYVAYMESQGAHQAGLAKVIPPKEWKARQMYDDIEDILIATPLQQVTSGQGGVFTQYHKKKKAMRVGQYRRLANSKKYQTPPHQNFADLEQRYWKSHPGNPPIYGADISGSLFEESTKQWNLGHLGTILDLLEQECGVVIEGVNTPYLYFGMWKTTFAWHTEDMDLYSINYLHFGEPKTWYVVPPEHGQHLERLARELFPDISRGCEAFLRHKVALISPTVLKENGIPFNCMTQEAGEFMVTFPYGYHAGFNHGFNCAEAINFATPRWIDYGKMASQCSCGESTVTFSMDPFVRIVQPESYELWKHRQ
RECQ1 inh = qHTS Assay for Inhibitors of RecQ-Like Dna Helicase 1 (RECQ1). ATP-dependent DNA helicase Q1 (Homo sapiens), P46063. hit rate 0.54% among 240,000. Potency, µM (titrated, usually from 57.3 µM), for inactives: top-dose activity, negative = inhibition, most hits filed as inhibitors. RECQ1 DNA unwinding, red fluorescence kinetic read;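 note: plate controls were vehicle for no effect and no enzyme for full effect; nearly all actives have a fitted effect of over 30% in size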
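RECQ1T1 50 nM; forked duplex (20 bp + 30-nt ss tails) 200 nM, ATP 2 mM final; pH 8.0, 2 mM MgCl2, 2.5 ug/ml poly(dI-dC); 15 min compound preincubation; discontinuous kinetic read over 2 h at RT.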
TRb-SRC2 inh = qHTS for Inhibitors of the Interaction of Thyroid Hormone Receptor and Steroid Receptor Coregulator 2. Thyroid hormone receptor beta (Homo sapiens), P10828. TRbeta-SRC2 peptide binding, fluorescence polarization; receptor liganded with 1 µM T3. Potency, µM (doses to about 106 µM), for the others: top-dose activity change, negative = inhibition, usual class: inhibitors. hit rate 0.065% among 280,000;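 note: plate controls were bound peptide for no effect and peptide without receptor for full effect; nearly all actives have a fitted effect of over 50% in size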
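Compounds were added to 0.6 uM TRb ligand-binding domain and 20 nM Texas Red-labeled SRC2 peptide in Tris buffer containing 1 uM T3, incubated 5 hr at ambient temperature, then read by fluorescence polarization.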
L3MBTL1 block = qHTS Assay for the Inhibitors of L3MBTL1 | AlphaScreen L3MBTL1–H3K9me1 peptide binding | hit rate 0.66% among 230,000 | Potency, µM (series often up to 57.1 µM), inactives show top-dose activity, negative = inhibition, usual class: inhibitors | AID 485360, 2010 | Lethal(3)malignant brain tumor-like protein 1 (Homo sapiens), Q9Y468; note: nearly all actives have a fitted effect of over 60% in size
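First, the protein-peptide complex forms for 30 min at room temperature (L3MBTL1 50 nM, biotinylated H3K9me1 peptide 75 nM). Next, compounds are pin-transferred and incubated 30 min. Finally, AlphaScreen beads are added and read after 30 min.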
* hit, by the source's call; i = inactive; ? = inconclusive; nt = no result given; & = joins results of further samples; [ ] = remark or other dose. Unless noted, calls come from the whole dose curve; as a rule, active = well fitted curve in the direction sought with a large enough effect; inconclusive = small, poorly fitted or top-dose-only effect, or another doubt; inactive = no such curve, though single readings can be large; an effect the other way counts as inactive or inconclusive. Unless noted, % is set by controls: 0 for no effect and ±100 for the full control effect; potency is the fitted concentration of half-maximal effect. An excerpt; rates above refer to the full screens.

SMILES	Tau fibril FP	GoLoco inh red	Tau fibril ThT	TexasRed fluor	JMJD2E inh	RECQ1 inh	TRb-SRC2 inh	L3MBTL1 block
O=C(c1cnn(C(=O)c2cccc(S(=O)(=O)N3CCOCC3)c2)c1)c1cc(Cl)cc(Cl)c1O	9.7%	32.1%[activator]	?	-1.7%	?	-8.1%	2.9%	-10.2%
CSc1nsc(SCC(=O)Nc2ccc(C(C)=O)cc2)n1	-10.4%	4.1%	?	-0.2%	9.0%	i	-3.2%	nt
O=C(CSc1nc(-c2ccco2)cc(C(F)(F)F)n1)NCCCN1CCOCC1	-5.2%	16.9%	-5.4%	-0.1%	-19.9%	1.3%	-3.0%	9.0%
COc1ccc(C(=O)N2CCSC2=S)cc1OC	8.9%	-4.9%	-11.0%	-5.0%	-4.4%	-6.9%	-5.2%	-13.3%
Cc1ccccc1CSCCNC(=O)c1ccc(Cl)c(S(=O)(=O)N2CCOCC2)c1	3.1%	-0.4%	-2.3%	-4.0%	8.0%	-3.5%	-21.3%	3.8%
CCC(C)Oc1nc2c(c(=O)n(C)c(=O)n2C)n1C (stereo unspecified)	0.0%	1.5%	-0.2%	0.2%	8.3%	i	1.1%	5.6%
COCC(=O)NCc1ccc2c(c1)cc(C)n2C	-10.4%	-3.8%	-11.1%	2.5%	-7.7%	-5.0%	-5.2%	-4.5%
O=C(CSc1nnc(COc2ccccc2)n1Cc1ccco1)c1ccc(F)cc1	7.5%	110.9%[activator]	-15.7%	2.3%	-1.9%	-8.4%	8.7%	-18.6%
CCOC(=O)C1=C(C)NC2=C(C1c1ccc([N+](=O)[O-])cc1)S(=O)(=O)c1ccccc12 (stereo unspecified)	-15.8%	13.1%	-15.2%	-5.5%	-3.6%	-1.6%	-5.0%	nt
CCN[C@@H]1C[C@H](N)[C@H](O[C@H]2OC(CN)=CC[C@H]2N)[C@@H](O)[C@H]1O[C@H]1OC[C@@](C)(O)[C@@H](NC)[C@@H]1O	nt	10.3%[21.6 µM]	nt	-0.4%	4.7%[25.5 µM]	-1.0%[25.9 µM]	-9.3%	nt
CC(C)(C)OC(=O)N1CCC(c2c(C(=O)NCc3ccc4c(c3)OCO4)cnn2-c2ccc(F)cc2F)CC1	-0.6%	nt	-8.5%	-2.4%	nt	nt	-0.8%	nt
Cc1ccc(OCC(=O)c2c(O)c3ccccc3oc2=O)cc1C	-3.6%	2.7%	-12.1%	-3.4%	-25.4%	-5.9%	-10.1%	-1.5%
CCSc1nnc(NS(=O)(=O)c2ccc(C)cc2)s1	9.1%	9.7%	-5.7%	0.3%	-3.2%	-2.3%	-8.2%	7.9%
COC(=O)Cn1c2ccc(OC)cc2c2nc(C)sc21	?	8.3%	?	-2.1%	4.1%	0.1%	-4.4%	3.5%
COc1cc2c(cc1OC)C(c1cccc(Cl)c1)CC(=O)N2 (stereo unspecified)	-12.3%	nt	-11.6%	-9.6%	nt	nt	-6.1%	-4.5%
COc1cccc(C(=O)Nc2cc(S(=O)(=O)N3CCCCC3)ccc2OC)c1	3.8%	2.2%	0.4%	-1.6%	?	-6.7%	-0.9%	1.0%
Cc1ccc(OC(C)C(=O)O)cc1C (stereo unspecified)	-10.1%	0.8%	-11.8%	0.3%	-0.7%	1.6%	2.7%	11.5%
O=C(c1ccc(Br)o1)N(Cc1ccccc1)Cc1ccccc1	7.3%[81.3 µM]	3.7%[88.7 µM]	?	-27.1%&0.1%	-16.5%	-7.5%	-2.5%&-5.1%	-20.1%
c1ccc(C2=Nn3c(nnc3-c3cc(-c4ccccc4)n[nH]3)SC2)cc1	-1.1%	18.6%	-4.7%	-3.3%	-1.1%	-0.7%	2.8%	nt
CC(C)CNC(=O)COC(=O)c1ccccc1OCC(=O)Nc1ccc(Br)cc1	0.1%	-2.3%	0.0%	7.8%	0.3%	-8.3%	-0.2%	10.4%
Cc1ccc2ccc3cc(C(=O)N4CCN(c5ccccc5)CC4)nc3c2[nH]1	9.2%	nt	?	1.3%	nt	nt	-4.7%	nt
CCCOc1ccc(-c2nc(SC)[nH]c(=O)c2C#N)cc1OC	8.4%	nt	-7.2%	6.2%	nt	nt	-6.5%	nt
COC(=O)N/N=C/c1cn(Cc2ccc(Cl)cc2Cl)c2ccccc12	-2.0%	10.4%	-9.0%	-2.7%	6.7%	3.3%	-2.0%	-13.1%
O=C(NN1CCOCC1)c1cc(S(=O)(=O)Nc2cccc(C(F)(F)F)c2)ccc1Cl	2.6%	nt	0.6%	-2.2%	1.8%	-8.4%	-2.0%	13.0%
CCOC(=O)N1CCN(C(=O)CSc2nnc(-c3cc(OC)ccc3OC)o2)CC1	7.4%	-3.5%	?	-0.3%	-17.4%	-4.0%	-5.8%	11.4%
COc1cccc(N2CCN(CC(=O)NC(=O)NCc3ccco3)CC2)c1	12.4%	13.9%	-12.2%	-2.9%	-10.0%	?	-2.4%	nt
O=C(N/N=C/c1ccc(OC(F)F)cc1OC(F)F)c1cccc(S(=O)(=O)N2CCOCC2)c1	-4.7%	11.7%	3.3%	-2.1%	-5.6%	-3.7%	-5.5%	8.4%
COC(=O)c1cc2oc3ccccc3c2n1Cc1ccc(Cl)cc1	-4.9%	nt	?	-31.3%	nt	nt	-4.6%	nt
Cc1ccc(C)n1-c1ccc(C(=O)N2CCC(C(N)=O)CC2)cc1	-5.4%	-9.0%	-1.7%	0.4%	-8.8%	3.7%	1.8%	7.5%
Cc1cc(C)c(C(N)=O)c(Nc2cccc(Cl)c2)n1	4.4%	-10.9%	7.3%	-6.9%	1.3%	6.6%	-13.3%	-13.2%
Cc1nc2c(sc3nc4c(cc32)COC(C)(C)C4)c(=O)n1Cc1ccccc1	0.5%	2.4%	-12.8%	0.4%	-2.2%	-0.8%	4.1%	nt
CC(=O)c1ccc(N2C(=O)[C@@H]3C(C(=O)CCN4C(=O)c5ccccc5C4=O)=NN[C@@H]3C2=O)cc1	-7.0%	4.4%	-17.9%	3.5%	2.7%	-2.2%	10.2%	-6.5%
COc1ccc(-c2nnc(SCc3cccnc3)o2)cc1	-4.4%	2.5%	-12.3%	1.5%	5.3%	-11.2%	-9.5%	5.7%
CC(C)C(c1nnnn1C1CCCC1)N1CCCCC1 (stereo unspecified)	-5.6%	-1.0%	1.1%	1.8%	1.9%	i	-17.1%	nt
O=c1[nH]nc(N/N=C/c2ccc(Cl)cc2Cl)c(=O)[nH]1	-1.4%	2.3%	-5.3%	-8.2%	-8.3%	-7.4%	-4.9%	0.5%
CC1(C)CC(=O)C(C(C2=C(O)CC(C)(C)CC2=O)c2ccc(O)c([N+](=O)[O-])c2)=C(O)C1	3.3%	-1.6%	-15.1%	-2.6%	-13.3%	5.7%	-3.5%	-6.4%
Cc1ccc2cc3cc(C(=O)NCCCN4CCCCCC4)oc3nc2c1	-9.8%	11.0%	-16.9%	-2.8%	?	0.0%	2.0%	9.1%
CC(C)CCn1nnc2sc(-c3ccccc3)cc2c1=O	-4.1%	nt	?	-1.0%	nt	nt	4.0%	nt
COc1ccc(S(N)(=O)=O)cc1C(=O)NCC1(N2CCCCC2)CCCCC1	1.2%	2.0%	-3.0%	0.9%	2.6%	-6.7%	-2.9%	-5.3%
O=C(COc1ccc(/C=N/NC(=O)c2cc3ccccc3o2)cc1Cl)Nc1ccccc1	-5.9%	59.1%[activator]	?	-0.6%	?	-4.1%	-1.9%	-4.4%
Cn1c(Cl)c(C(=O)Nc2ccc(Cl)cc2)c2ccccc21	-2.3%	12.6%	?	-1.3%	5.1%	-1.1%	-0.2%	-0.8%
COC(=O)c1ccc(NC(=O)C(=O)NCCc2csc(-c3ccc(C(F)(F)F)cc3)n2)cc1	-4.3%	nt	?	3.3%	nt	nt	-6.2%	nt
O=C(CCCc1cccs1)Nc1nc(-c2ccc(F)cc2)cs1	-10.9%	-0.2%	-2.3%	-1.5%	6.3%	8.6%	-2.0%	1.0%
Cn1c(Sc2ccc([N+](=O)[O-])cc2C(F)(F)F)nnc1-c1ccccc1	-0.2%	-3.4%	-17.0%	-2.4%	-4.4%	-0.3%	-4.3%	-0.6%
O=C(NCCN1CCOCC1)c1ccncc1	-1.9%	-3.2%	-12.1%	-8.3%	3.3%	i	-3.3%	nt
Cc1nc2ccccc2c2oc(C(=O)Nc3ccc(C(C)C)cc3)cc12	8.3%	6.2%	-16.3%	2.8%	-17.1%	-23.0%	2.2%	nt
COc1ccc(C(=O)N2CCCCC2CCN2CCCCC2)cc1 (stereo unspecified)	-3.0%	nt	1.8%	0.9%	nt	nt	3.8%	nt
CCOC(=O)C1=C(CNCc2ccccc2)NC(=O)NC1c1ccc(C)cc1 (stereo unspecified)	1.1%	nt	-6.5%	-0.6%	nt	nt	-4.9%	nt
O=C(Nc1ccccc1F)C1CC1c1ccccc1 (stereo unspecified)	-1.7%	11.1%	-2.5%	-2.5%	15.6%	-2.8%	-1.1%	0.4%

Two neighbouring entries from above:
SMILES	Tau fibril FP	GoLoco inh red	Tau fibril ThT	TexasRed fluor	JMJD2E inh	RECQ1 inh	TRb-SRC2 inh	L3MBTL1 block
CCOC(=O)C1=C(CNCc2ccccc2)NC(=O)NC1c1ccc(C)cc1 (stereo unspecified)	1.1%	nt	-6.5%	-0.6%	nt	nt	-4.9%	nt
O=C(Nc1ccccc1F)C1CC1c1ccccc1 (stereo unspecified)	-1.7%	11.1%	-2.5%	-2.5%	15.6%	-2.8%	-1.1%	0.4%
